Bioassay records (PubChem)
TEAD-YAP block: TEAD-YAP interaction inhibition, primary screen, TEAD-YAP interaction inhibitor project, luminescence, HEK-TIYL cells; TEAD-Gal4/YAP UAS-luciferase luminescence; inhibition, % at 9.12 µM; 640,000 compounds, 1.4% hits; in the data active = inhibition above about 32%;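 note: 0% = median of test compound wells and 100% = reference inhibitor wells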
GPR151 ag: activators of human GPR151, primary screen, cell-based, PathHunter beta-arrestin, luminescence. G-protein coupled receptor 151 (Homo sapiens), Q8TDV0. PathHunter beta-arrestin GPR151 cells. activation, % at 11.2 µM. 650,000 compounds, 1% hits. AID 1508602, 2020; in the data active = activation above about 4.9%;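 note: 0% = median of compound wells and 100% = cells with positive control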
Target sequence (Q8TDV0 whole entry, looked up): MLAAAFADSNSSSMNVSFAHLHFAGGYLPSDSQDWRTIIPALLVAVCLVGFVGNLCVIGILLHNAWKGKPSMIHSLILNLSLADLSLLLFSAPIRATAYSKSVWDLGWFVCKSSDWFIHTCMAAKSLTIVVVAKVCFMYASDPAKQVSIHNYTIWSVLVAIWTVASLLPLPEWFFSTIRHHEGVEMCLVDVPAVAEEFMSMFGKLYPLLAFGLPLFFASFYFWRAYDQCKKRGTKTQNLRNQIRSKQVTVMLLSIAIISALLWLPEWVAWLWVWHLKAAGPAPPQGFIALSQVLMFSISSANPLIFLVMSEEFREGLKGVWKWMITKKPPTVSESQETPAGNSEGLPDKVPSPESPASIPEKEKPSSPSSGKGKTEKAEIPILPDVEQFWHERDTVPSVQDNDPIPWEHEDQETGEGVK
FBW7 act: FBW7 E3 ligase activators, primary screen, biochemical, AlphaScreen, human; AlphaScreen FBW7–phospho-cyclin E peptide binding, activator screen; normalized activity (activation), % at 26.1 µM; 650,000 compounds, 0.13% hits; AID 1259310, 2017; in the data active = normalized activity above about 1.9%;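 note: purified mutant Fbw7 with reduced substrate affinity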
MITF inh: MITF inhibitors, primary screen, biochemical, AlphaScreen, human; AlphaScreen MITF homodimerization, bead proximity signal; 650,000 compounds, 0.91% hits; Microphthalmia-associated transcription factor (Homo sapiens), O75030; inhibition, % at 2.6 µM; in the data active = inhibition above about 50%;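 note: 0% = vehicle wells with protein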
Target sequence (O75030 whole entry, looked up): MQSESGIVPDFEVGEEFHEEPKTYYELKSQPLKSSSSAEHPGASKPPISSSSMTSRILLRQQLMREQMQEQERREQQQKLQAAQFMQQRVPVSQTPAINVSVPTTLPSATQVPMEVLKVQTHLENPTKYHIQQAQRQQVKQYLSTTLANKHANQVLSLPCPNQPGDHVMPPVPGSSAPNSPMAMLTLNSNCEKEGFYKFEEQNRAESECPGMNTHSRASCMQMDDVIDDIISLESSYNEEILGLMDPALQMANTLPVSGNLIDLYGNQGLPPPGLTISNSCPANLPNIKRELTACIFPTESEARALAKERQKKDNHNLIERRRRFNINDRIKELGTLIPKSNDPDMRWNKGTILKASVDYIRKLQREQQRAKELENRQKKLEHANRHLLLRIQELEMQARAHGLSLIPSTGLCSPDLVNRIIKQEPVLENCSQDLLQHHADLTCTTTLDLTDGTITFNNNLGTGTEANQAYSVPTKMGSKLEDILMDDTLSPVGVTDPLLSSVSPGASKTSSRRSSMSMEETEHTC
* hit, by the source's call; · = not tested or not shown.

SMILES	TEAD-YAP block	GPR151 ag	FBW7 act	MITF inh
COC(=O)c1ccc(/C=C/C(=O)OCC(=O)Nc2sc3c(c2C#N)CCC(C)C3)cc1 (stereo not given)	-1	2.2	0.0	-2
CC1(C)CC(=O)C2=C(C1)N(c1cccc(Cl)c1Cl)C1=C(C(=O)CC(C)(C)C1)C2c1cccc(Cl)c1	-2	-0.6	-0.3	-3
O=C(CSc1nnc(-c2ccccc2)n1-c1ccccc1)Nc1ccc2nc(SCc3ccc([N+](=O)[O-])cc3)sc2c1	-1	0.1	0.1	3
COc1ccc(NC(=O)Cn2nc3n(c2=S)CCC3)cc1	-4	-0.5	0.0	-4
C=CCc1ccccc1OCC(O)CN1CCN(Cc2ccccc2)CC1 (stereo not given)	13	-1.2	-0.3	3
Cc1cc(C)n(C(=O)COc2ccc3ccccc3c2Br)n1	5	2.0	-0.1	3
Cc1ccc(C(C)C)c(OCC(=O)NNC(=O)COc2ccc(Br)cc2)c1	-2	1.6	0.8	-2
Cc1cc(N2CCN(CCOc3ccccc3)CC2)n2c(nc3ccccc32)c1C#N	-4	-0.1	0.0	-4
CCCCCc1ccc(-c2ccc(-c3nnc(-c4ccc(OCCCC)cc4)s3)cc2)cc1	2	-0.3	0.0	22
COc1cccc(C(=O)Nc2cc(C(=O)O)cc(C(=O)O)c2)c1	-15	-0.4	-0.2	-6
O=S(=O)(c1ccc(Cl)c(Cl)c1)N1CCNCC1	2	-0.7	0.0	-3
CCOC(=O)c1[nH]c(C)c(C(=O)NC2CCCCC2)c1C	1	-0.8	0.9	17
O=C(NC1CCCCC1)C1CCCN1C(=O)Nc1cccc(F)c1 (stereo not given)	5	0.3	0.0	2
Cc1ccccc1-n1c(=O)c2ccccc2n2c(=S)[nH]nc12	4	0.4	-0.2	1
COC(=O)C(C)Sc1nc2c(c(=O)n1-c1ccc(Cl)cc1)SCC2 (stereo not given)	-12	-0.2	-0.1	-1
O=C1N[C@H](Cc2ccc(O)cc2)C(=O)N2CCN(Cc3ccccc3F)C[C@H]12	-8	2.6	-0.1	5
CC(C)n1cnc2c(NCc3cccnc3)nc(Nc3ccc4ncccc4c3)nc21	-18	-0.3	-0.1	8
COc1ccc(S(=O)(=O)Nc2cc(C(=O)N3CCCCCC3)ccc2N2CC3CC(C2)c2cccc(=O)n2C3)cc1 (stereo not given)	-4	0.9	0.0	2
CCOc1nc(NCCO)nc(NCCC2=CCCCC2)n1	-18	3.9	0.0	-4
CCOc1ccc(C=C2C(=O)N(C)C(=S)N(C)C2=O)c2ccccc12	-4	-2.1	0.8	0
O=C(Nc1ccc(I)cc1)Oc1ccc2ccccc2c1	-5	-0.4	0.3	-1
O=C(CSc1nnc(COc2ccccc2)o1)NC1CC2CCC1C2 (stereo not given)	1	-0.7	-0.1	-7
CCC(C)NC(=O)c1oc2ccc(S(=O)(=O)N3CCCC(C)C3)cc2c1C (stereo not given)	15	1.1	0.0	24
CC1(C)CC(=O)N(CC(=O)N2CCCC2)c2ccccc2S1(=O)=O	4	0.8	0.0	10
CCCC(=O)C1CCN(C(=O)c2ccc(C(C)(C)C)cc2)CC1	-45	-0.6	0.6	11
N#Cc1c(N)n(-c2cccc(C(F)(F)F)c2)c2nc3ccccc3nc12	0	0.4	0.1	5
COc1ccc(CCN2CCC(c3nc(-c4cccs4)no3)CC2)cc1OC	-11	-1.7	0.1	13
C=CCn1c(N(C)Cc2ccccc2)nc2c1c(=O)n(C)c(=O)n2C	23	1.6	0.0	-2
Cc1ccc2c(c1)N(CC(=O)NCCCN1CCOCC1)C(=O)C(C(C)C)O2 (stereo not given)	-2	2.2	0.1	-8
N#Cc1ccccc1NC(=O)CSc1nnc(-c2ccccc2)o1	-14	2.4	0.2	6
COc1ccc(NC(=O)CN2C(=O)C(C)(C)Oc3ccc(C(=O)NC(C)C)cc32)cc1	-12	0.5	0.1	17
O=C(NCCc1cccc(Cl)c1)c1cccnc1	-55	0.8	0.0	7
CCCc1oc2ccc(NS(=O)(=O)c3ccc(C(=O)O)cc3)cc2c1C(=O)OCC	0	-0.1	0.1	13
COc1cc2c(cc1OC)C(COc1ccccc1OC)N(C(=O)c1ccccc1)CC2 (stereo not given)	6	-0.1	0.0	11
O=C(COC(=O)c1cc([N+](=O)[O-])ccc1Cl)c1ccc(Cl)s1	11	0.3	-0.1	10
CC(C)(C)n1nc2c(c1NC(=O)CCc1ccccc1)CSC2	-1	0.2	0.3	-1
CCC(C)(C)NC(=O)c1cc(S(=O)(=O)N2CCCCC2)c[nH]1	-5	0.8	-0.1	22
COc1cc(CN2CCN(c3ccccc3OC)CC2)cc(OC)c1	5	-0.5	0.0	11
O=C(O)COc1ccccc1/C=N/NC(=O)c1cc(Cl)ccc1O	-5	3.5	0.1	4
Cc1ccccc1NS(=O)(=O)c1cccc2nsnc12	0	-1.0	0.2	2

Single records, as listed above. Order of screens: TEAD-YAP block | GPR151 ag | FBW7 act | MITF inh
CCCC(=O)C1CCN(C(=O)c2ccc(C(C)(C)C)cc2)CC1 is entered as -45 | -0.6 | 0.6 | 11
O=C(O)COc1ccccc1/C=N/NC(=O)c1cc(Cl)ccc1O is entered as -5 | 3.5 | 0.1 | 4
O=C(COC(=O)c1cc([N+](=O)[O-])ccc1Cl)c1ccc(Cl)s1 is entered as 11 | 0.3 | -0.1 | 10
CCC(C)(C)NC(=O)c1cc(S(=O)(=O)N2CCCCC2)c[nH]1 is entered as -5 | 0.8 | -0.1 | 22
COc1ccc(NC(=O)CN2C(=O)C(C)(C)Oc3ccc(C(=O)NC(C)C)cc32)cc1 is entered as -12 | 0.5 | 0.1 | 17

Further compounds follow:
SMILES	TEAD-YAP block	GPR151 ag	FBW7 act	MITF inh
Cc1ncc(CN2CCCC(N3CCC(CO)CC3)C2)s1 (stereo not given)	6	-1.2	0.0	-11
CC1Cc2ccccc2N1P1(=O)C=C(c2ccccc2)OC(c2ccccc2)=C1 (stereo not given)	11	1.0	-0.1	13
CC(NC(=O)CSc1nc2sc3c(c2c(=O)n1C)CCCC3)c1ccccc1 (stereo not given)	-6	1.9	0.1	2
CCOC(=O)C1CCN(C(=O)c2coc3ccccc3c2=O)CC1	10	-0.9	0.0	8
CCCn1cnc2c(-c3cccc(Cl)c3)csc2c1=O	-45	-1.2	0.5	3
O=C(C1CC(Cc2ccc3c(c2)OCO3)=NO1)N1CCCC(OCc2ccccc2)C1 (stereo not given)	-22	1.9	0.0	2
O=C(Nc1nc(-c2ccc(I)cc2)cs1)C1=COCCO1	-12	4.6	0.1	10
CCOc1ccccc1-c1nn2c(Cn3cnc4ccccc43)nnc2s1	1	3.1	0.2	7
O=C(NCc1nnc(SCc2ccccn2)o1)c1c(F)cccc1F	4	-1.3	0.1	11
CN1CCc2nc3sc(C(=O)c4ccc(F)cc4)c(N)c3cc2C1	-43	-0.3	0.1	15
Cn1c(=O)c2c(nc(NCCOc3ccc(C(C)(C)C)cc3)n2C)n(C)c1=O	1	-1.5	-0.1	-12
CCOC(=O)COc1ccc(S(=O)(=O)Nc2cccc([N+](=O)[O-])c2)cc1	10	0.4	0.0	10
COC(=O)C1=C(C(=O)OC)[C@@H]2N(C)c3ccccc3[C@@]23CCC(=O)N(Cc2ccc4c(c2)OCO4)C3=N1	·	1.0	-0.1	1
O=C(NC(=S)Nc1ccc(Cl)c([N+](=O)[O-])c1)c1cccs1	-7	1.5	0.1	7
C/C(=N\NC(=O)CNC(=O)c1ccccc1)c1ccccc1	-10	-1.4	0.1	1
CC(C)(C)c1cc(NC(=O)c2ccc(Cl)c([N+](=O)[O-])c2)on1	14	0.5	-0.3	12
COc1ccc(CC(=O)Nc2cc(-c3cn[nH]c3)ccn2)cc1	92*	0.7	0.1	-7
CCc1ccccc1NC(=O)CSc1nc2ccccc2c(=O)n1CCCC(=O)NCc1ccco1	5	-1.7	-0.1	15
COc1ccc(OC)c(/C=C/C(=O)N2CCC(C(N)=O)CC2)c1	0	0.9	0.1	6
Cn1c2c(c(=O)[nH]c1=O)C(c1ccsc1)C1=C(N2)c2ccccc2C1=O (stereo not given)	-6	-0.5	-0.1	9
COc1cc(C(=O)Nc2ccccc2C(=O)NCc2ccccc2)cc(OC)c1OC	19	2.4	0.0	-5
COc1ccccc1NC(=O)CSc1nnc2c(n1)-c1cccc3cccc-2c13	16	-0.6	-0.2	1
O=S(=O)(NCCOc1cccc2cccnc12)c1ccc(Cl)cc1	-5	-1.0	0.0	-15
Cc1ccc(C(=O)NC(=S)Nc2ccc(NC(=O)c3ccco3)cc2)cc1C	-14	-0.6	0.0	-5
COc1cccc(OCCn2cc(/C=N/n3cnnc3)c3ccccc32)c1	-10	1.0	-0.1	7
Cc1nnc(NC(=O)c2ccc(Cl)c(S(=O)(=O)NC(C)(C)C)c2)s1	7	3.0	-0.1	0
Cc1ccc(C(=O)C(OC(=O)c2cnccn2)c2ccccc2)cc1C (stereo not given)	-11	-1.4	-0.3	-18
Cc1ccc(CNC(=O)CCC2CCCN(C(=O)CCc3cnn(C)c3)C2)o1 (stereo not given)	-4	1.7	0.0	-5
O=C(Cn1c(=O)oc2cc(S(=O)(=O)N3CCCC3)ccc21)NC1CCCCCCC1	11	2.8	0.0	10
COc1ccc(C)cc1C1=C/C(=C\c2ccc3c(c2)OCO3)C(=O)O1	-5	-0.8	0.8	27
Cc1ccc(CN(c2ccc(C(=O)NCc3ccco3)cc2)S(C)(=O)=O)cc1	9	-1.3	0.0	9
O=c1c(CN2CCN(c3ccc([N+](=O)[O-])cc3)CC2)coc2ccc(Cl)cc12	-1	-1.9	0.2	-14
CC1CCCCN1c1nc2c(c(=O)[nH]1)CCN(Cc1ccccc1F)C2 (stereo not given)	-2	-1.0	-0.2	-3
COCCn1c(SCC(=O)c2ccccc2)nc2c([nH]c3ccccc32)c1=O	2	-2.2	0.5	-7
O=S(=O)(/N=C(/c1ccccc1)N1CCOCC1)c1ccc(F)cc1	0	-0.6	0.0	-3
O=C(CS(=O)(=O)c1ccc(Cl)cc1)Nc1nccs1	6	-1.0	0.5	5
COc1ccc(-c2ccc(/C=C3\C(=O)N(c4ccc(C(=O)O)cc4)N=C3C)o2)c([N+](=O)[O-])c1	4	4.5	-0.3	-5
COc1cn(CC(=O)NC(C)C)c(CSc2nc(C)cc(C)n2)cc1=O	3	-0.1	0.4	17
O=C(Nc1cccc(C(=O)OC2Cc3ccccc3C2=O)c1)c1ccccc1 (stereo not given)	3	-0.8	0.7	8
CCN(Cc1ccccc1)c1c(-c2ccc3c(c2)OCC(=O)N3)c(=O)c1=O	21	0.2	-0.1	4

No new results follow: entries from further up.
SMILES	TEAD-YAP block	GPR151 ag	FBW7 act	MITF inh
Cc1ccc(C(=O)NC(=S)Nc2ccc(NC(=O)c3ccco3)cc2)cc1C	-14	-0.6	0.0	-5
COc1cccc(OCCn2cc(/C=N/n3cnnc3)c3ccccc32)c1	-10	1.0	-0.1	7
Cc1nnc(NC(=O)c2ccc(Cl)c(S(=O)(=O)NC(C)(C)C)c2)s1	7	3.0	-0.1	0
Cc1ccc(C(=O)C(OC(=O)c2cnccn2)c2ccccc2)cc1C (stereo not given)	-11	-1.4	-0.3	-18
Cc1ccc(CNC(=O)CCC2CCCN(C(=O)CCc3cnn(C)c3)C2)o1 (stereo not given)	-4	1.7	0.0	-5

Carrying on.
SMILES	TEAD-YAP block	GPR151 ag	FBW7 act	MITF inh
COc1ccc(C2CC(=O)C3=C(C2)NC(C)=C(C(=O)OC2CCCCC2)C3c2cc(OC)c(OC)c(OC)c2)cc1 (stereo not given)	0	-0.7	0.7	21
CC(C)N(Cc1nc(-c2ccc(Cl)cc2)no1)C(=O)COc1ccc([N+](=O)[O-])cc1	6	-0.5	-0.1	-4
Cc1cnc(CNc2cc(-c3ccc(F)cc3)nc(C)n2)nc1	-22	3.9	-0.7	10
Cc1ccnc(NS(=O)(=O)c2ccc(-n3cccc3)cc2)n1	3	-0.8	0.0	23
Cc1c([N+](=O)[O-])c2nsnc2c2nsnc12	0	-1.6	-0.1	20
CCc1ccc(-c2cc(C(=O)OCC(=O)c3ccc(C)cc3)c3cccc(C)c3n2)cc1	-5	-0.7	-0.2	-3
CC(NC(=O)c1cc(-c2cccc(Br)c2)nc2ccccc12)c1ccccc1 (stereo not given)	-4	0.9	-0.1	-10
CCOC(=O)C1=C(C)NC(=S)NC1c1cccc(Oc2ccccc2)c1 (stereo not given)	5	0.2	-0.1	6
CC/C(C)=C(\C#N)c1nc2ccccc2[nH]1	-44	5.7*	0.0	-5
